Assay outcomes deposited in PubChem by NMMLSC.
Myeloid diff 2: induction of myeloid progenitor differentiation, primary screen, cell-based, flow cytometry, MLPCN library; ER-HoxA9 myeloid progenitors, lysozyme-GFP differentiation; calls only at 10 µM; 1% of 360,000 active; AID 624256, 2012;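 active = normalized GFP-positive differentiation at or above the plate's own cutoff, the solvent-only control mean plus 3 SD; inconclusive = no clear call, values can overlap the other calls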;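 note: cells exposed to compound for four days before flow analysis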
Myeloid diff 2 GFP+ MAC1+ %: recorded beside Myeloid diff 2, whose call it bears; GFP+ MAC1+ double positive, %; measured here: differentiation confirmed by MAC1 staining
* hit, by the source's call; i = inactive; ? = inconclusive; / = not tested or not shown. Not all compounds are listed; the hit share may differ from the screen's.

SMILES | Myeloid diff 2 | Myeloid diff 2 GFP+ MAC1+ %
CCNC(=O)C1CCCN(C(=O)c2ccc3ccccc3c2)CC1 (stereo unspecified) | i | 0.4
CC1(C(=O)Nc2ccc(Cl)c(Cl)c2)CCN1C(=O)C1CCCCC1 (stereo unspecified) | i | 1.3
O=S1(=O)N[C@H](Cc2ccccc2)COc2cc(N3CC[C@H](O)C3)ccc21 | i | 1.4
O=C(Nc1cccc2cccnc12)c1ccc2sc([C@H]3C[C@H](O)[C@@H](CO)O3)nc2c1 | i | 0.8
O=C(NCc1ccc(C(F)(F)F)cc1)c1cccc2c(-c3cccnc3)coc12 | i | 3.2
COCCNc1nc(NCCOC)c2sc(-c3ccccc3)cc2n1 | i | 1.2
COc1cccc(C(NC(C)=O)c2nc(-c3cccc(F)c3)cs2)c1 (stereo unspecified) | i | 0.8
CC1(C(=O)NS(=O)(=O)c2ccc(F)cc2F)CCN1C(=O)Cc1ccc(Cl)cc1Cl (stereo unspecified) | i | 0.7
Cc1ccc(S(=O)(=O)N2[C@@H](c3ccc(Cl)cc3)C(C(=O)OC(C)(C)C)=CC[C@H]2c2ccc(Cl)c(Cl)c2)cc1 | i | 0.4
CC(C)(C)NC(=O)C1C(c2ccc(C(F)(F)F)cc2)=Nc2ccccc2N1C(=O)c1cccc(C(F)(F)F)c1 (stereo unspecified) | i | 4.6
NC(CCc1ccccc1)c1csc(Nc2ccccn2)n1 (stereo unspecified) | i | 1.0
CC1(C(=O)Nc2ccc(Cl)cc2)Cc2c(-c3ccc(C(N)=O)cc3)ccnc2O1 (stereo unspecified) | i | 1.9
C(=C\c1ccccc1)/CN1CCN(C(c2cc3ccccc3o2)c2nnnn2C2CCCC2)CC1 (stereo unspecified) | i | 0.9
Cc1ccc(NC(=O)[C@@H]2O[C@H](CO)[C@H](O)[C@H](O)[C@H]2O)cc1C(F)(F)F | i | 0.9
COCCN1C(=O)CCC1(C)c1nnnn1Cc1ccccc1 (stereo unspecified) | i | 0.6
CC(C)c1ccc(CC(=O)N2CCC2(C)C(=O)NCc2cccc3ccccc23)cc1 (stereo unspecified) | i | 1.1
CN1[C@@H](Cc2ccccc2)COc2cc(N3CCSCC3)ccc2S1(=O)=O | i | 1.0
C=CCC[C@H](CCCCC)OC(=O)/C=C/[C@H](O)[C@@H](O)C[C@@H](O)CC=C | i | 1.1
CC(=O)Nc1ccc(-c2ccnc3c2CC(C)(C(=O)Nc2ccc4c(c2)OCO4)O3)cc1 (stereo unspecified) | i | 1.2
Cn1c(=O)c2cc(NC(=S)NC3CC3)ccc2n1Cc1ccccc1 | i | 0.6
COc1ccc(NC(=O)C2(C)CCN2Cc2ccc(OC(F)(F)F)cc2)cc1OC (stereo unspecified) | ? | /
Cc1ccc2nc(-c3ccc(Cl)cc3)c(Cc3cccc(Cl)c3)n2c1 | i | 1.0
CCCCc1ccc(S(=O)(=O)NC(=O)C2(C)CCN2C(=O)CCc2cccs2)cc1 (stereo unspecified) | i | 0.1
CC1Sc2ccccc2N(Cc2ccc(OC(F)(F)F)cc2)C1=O (stereo unspecified) | i | 1.3
O=C(Nc1ccc2c(c1)OCO2)c1cc(C2CCCCN2C(=O)c2ccccc2)on1 (stereo unspecified) | i | 0.9
COc1ccccc1Cc1c(-c2cccc(Cl)c2)nc2ccc(Cl)cn12 | i | 0.1
O=C1CCC[C@@H]2C=C[C@H](c3ccc(Br)cc3)[C@H]3CCN1[C@@H]32 | i | 0.5
Cc1cc(C)cc(Cn2c3ccc(NC(=O)NCc4ccc(F)cc4)cc3c(=O)n2C)c1 | i | 0.9
O=C(NCc1cccc(F)c1)c1[nH]c(C(F)(F)F)nc1-c1ccccc1 | i | 0.3
CC1(C)CC(=O)C2=C(C1)NC(=O)CC2 | i | 1.4
O=C(NCc1ccccc1)C(c1ccc(-c2ccccc2)cc1)N1CCN(C(=O)C2CCCO2)CC1 (stereo unspecified) | i | 1.9
COC(=O)[C@]12CCCCC=C1N(CCC1=CCCCC1)C(=O)[C@H](CC(=O)NCC1CCCCC1)C2 | i | 1.7
CCOC(=O)C1=C[C@@H](C(C)(C)C)N(S(=O)(=O)c2ccc(OC)cc2)[C@H]1c1ccccc1 | i | 0.7
C=CCCC(=O)N1C[C@H]2CCN(C)[C@H]2C[C@H]1c1ccccc1 | i | 0.6
COc1ccc(CN2C[C@H]3CON(C)[C@H]3C[C@H]2c2ccc(-c3ccccc3)cc2)cc1 | i | 0.4
CCC(c1nnnn1-c1ccc2c(c1)OCCO2)N1CCN(c2ccccn2)CC1 (stereo unspecified) | i | 1.6
O=C1c2ccccc2C(c2nnnn2Cc2ccccc2)N1CCCn1ccnc1 (stereo unspecified) | i | 1.0
COc1ccc(-c2cn(CC[C@@H]3CC[C@H](NC(=O)Cc4ccccn4)[C@@H](CO)O3)nn2)cc1 | i | 2.1
COC(=O)[C@@]1(Cc2ccc(F)cc2)[C@H]2c3cc(C(=O)N4CCCC4)n(CCSCCO)c3C[C@H]2CN1C(=O)c1ccccc1 | i | 0.9
CCCNC(=O)C1(C)CCCN(C(=O)COc2ccc(Cl)cc2Cl)C1 (stereo unspecified) | i | 0.7
Nc1[nH]c(C(=O)c2ccccc2)c(-c2ccc(F)cc2)c1C(=O)NCCc1c[nH]c2ccccc12 | i | 0.9
COc1ccccc1-c1cnc(C(O)c2ccc(Cl)c(F)c2)[nH]1 (stereo unspecified) | i | 0.4
COC(=O)c1ccc(C(=O)N2CCCC(C)(C(=O)NS(=O)(=O)C3CC3)C2)cc1 (stereo unspecified) | i | 0.9
CCNC(=O)C1(C)CCCN(C(=O)COCc2ccccc2)C1 (stereo unspecified) | i | 0.8
Cc1c(C(=O)NCc2ccc(C(F)(F)F)cc2)sc(=O)n1Cc1ccc(S(=O)(=O)N(C)C)cc1 | i | 0.2
COc1ccc(NC(=O)C2c3ccccc3OCC(=O)N2C2CC2)cc1 (stereo unspecified) | i | 1.0
NC(c1csc(NC(=O)Nc2ccccc2Oc2ccccc2)n1)c1ccccc1Cl (stereo unspecified) | i | 0.8
CC1(Oc2ccccc2-c2ccno2)CCN(Cc2csc3ccccc23)C1 (stereo unspecified) | i | 0.2

Compound profiles, from the list above. Screens in order: Myeloid diff 2 | Myeloid diff 2 GFP+ MAC1+ %
Results for NC(c1csc(NC(=O)Nc2ccccc2Oc2ccccc2)n1)c1ccccc1Cl (stereo unspecified) → i | 0.8
Results for Cc1c(C(=O)NCc2ccc(C(F)(F)F)cc2)sc(=O)n1Cc1ccc(S(=O)(=O)N(C)C)cc1 → i | 0.2
Results for COc1ccc(NC(=O)C2c3ccccc3OCC(=O)N2C2CC2)cc1 (stereo unspecified) → i | 1.0
Results for COC(=O)c1ccc(C(=O)N2CCCC(C)(C(=O)NS(=O)(=O)C3CC3)C2)cc1 (stereo unspecified) → i | 0.9

Another view of some results above.
compound,Myeloid diff 2,Myeloid diff 2 GFP+ MAC1+ %
COc1ccccc1-c1cnc(C(O)c2ccc(Cl)c(F)c2)[nH]1 (stereo unspecified),i,0.4
COC(=O)c1ccc(C(=O)N2CCCC(C)(C(=O)NS(=O)(=O)C3CC3)C2)cc1 (stereo unspecified),i,0.9
CCNC(=O)C1(C)CCCN(C(=O)COCc2ccccc2)C1 (stereo unspecified),i,0.8
Cc1c(C(=O)NCc2ccc(C(F)(F)F)cc2)sc(=O)n1Cc1ccc(S(=O)(=O)N(C)C)cc1,i,0.2
COc1ccc(NC(=O)C2c3ccccc3OCC(=O)N2C2CC2)cc1 (stereo unspecified),i,1.0
NC(c1csc(NC(=O)Nc2ccccc2Oc2ccccc2)n1)c1ccccc1Cl (stereo unspecified),i,0.8

The list goes on:
SMILES | Myeloid diff 2 | Myeloid diff 2 GFP+ MAC1+ %
CCCNC(=O)C1(C)CCN(C(=O)c2ccc(F)cc2Cl)C1 (stereo unspecified) | i | 0.8
Cc1cc(C)c2cc(C#N)c(NCCCN)nc2c1 | i | 0.2
Cc1cc2nc(-c3ccc(Cl)cc3)c(Cc3ccsc3)n2c(C)c1Br | i | 1.8
O=C(Nc1ccc(F)cc1)C(c1cccc(F)c1)N1CCN(C(=O)c2ccco2)CC1 (stereo unspecified) | i | 1.5
NC(N)=NN=Cc1ccnc2ccccc12 | i | 1.3
CCCc1cn(CC(C)n2c(=O)c3ccccc3n2Cc2cc(C(C)C)no2)nn1 (stereo unspecified) | i | 3.8
COCCNC(=O)C1(C)CCCN(C(=O)c2ccc(C(=O)OC)cc2)C1 (stereo unspecified) | i | 1.9
Cc1noc(C)c1-c1ccc(C(=O)NCCC(F)(F)F)c2occc12 | i | 0.6
CC1(C(=O)NS(=O)(=O)c2cccc(C#N)c2)CCN1C(=O)C1(c2ccccc2)CC1 (stereo unspecified) | i | 0.5
CC(=O)C1=CCC(c2ccccc2)N(S(C)(=O)=O)C1 (stereo unspecified) | i | 0.9
COC(=O)c1ccccc1COc1cccn2c(N(C)Cc3cccs3)c(C)nc12 | i | 2.3
CCc1c(-c2ccccc2)ncn1Cc1cccc(-c2ccccc2)c1 | i | 2.9
CO[C@@H]1CN(C)C(=O)c2cc(NC(=O)NC3CCCCC3)ccc2OC[C@@H](C)N(CCc2ccccc2)C[C@H]1C | i | 1.0
Cc1cc(=O)oc2c(N)nccc12 | i | 1.1
O=C1OC(c2cccs2)Sc2ccccc21 (stereo unspecified) | i | 1.0
COC(=O)[C@@]12C[C@@H](CC(=O)NCC3CCCCC3)C(=O)N(Cc3ccc4c(c3)OCO4)C1=CCC(C)(C)C2 | i | 2.7
CC1=C(C(=O)N(C(C)C)C(C)C)CC(CC(=O)NCC2CCCCC2)C(=O)N1Cc1ccccc1 (stereo unspecified) | i | 0.3
Cc1ccccc1-c1csc(C(O)c2ccc(F)cc2)n1 (stereo unspecified) | i | 1.6
COc1cccc(-c2cnc3c(NC=O)cc(-c4ccccc4)cn23)c1 | ? | /
CCCNC(=O)c1cc(C2CCCN(C(=O)C3CCCCC3)C2)on1 (stereo unspecified) | i | 1.1
CCN(C)C1CN(Cc2cn(Cc3cccc(C(F)(F)F)c3)nn2)S(=O)(=O)C1 (stereo unspecified) | i | 0.4
CCS(=O)(=O)N1Cc2cc(C(=O)NCC3CC3)nc(-c3cccc(-c4cccnc4)c3)c2[C@@H]1CCO | i | 0.5
CN1CCN(C(=O)c2ccc(-c3cc4nc(NCc5cccnc5)n(C)c(=O)c4s3)cc2)CC1 | i | 0.7
CN1CCC(N2CCN(C3CN(Cc4ccccc4)S(=O)(=O)C3)CC2)CC1 (stereo unspecified) | i | 1.4
COc1ccc(Cn2cc(CN3CC(N4CCN(CCO)CC4)CS3(=O)=O)nn2)cc1 (stereo unspecified) | i | 0.9
O=[N+]([O-])c1ccc(-c2cn(-c3ccc(Cl)cc3)cn2)cc1 | i | 1.7
CCC12CC1(C(=O)OC)C(=O)N1CCc3c([nH]c4ccccc34)C12 (stereo unspecified) | i | 1.1
CCCCNC(=O)c1[nH]c(=O)cnc1-c1ccccc1 | i | 0.5
Cc1cc(C)c2cc(C#N)c(NCCNC(=O)c3ccccc3)nc2c1 | i | 2.4
CC(C)(C)S(=O)N1Cc2cc(C(=O)NCc3ccc(Oc4ccccc4)cc3)nc(-c3cccc(-c4cc5ccccc5o4)c3)c2[C@H]1CCO (stereo partly specified) | i | 1.6
COC(=O)[C@]12CCCCC=C1N(Cc1ccc3c(c1)OCO3)C(=O)[C@H](CC(=O)N1CCCCC1)C2 | i | 0.8
Cc1nc(-[n+]2nc(-c3ccncc3)nn2-c2ccccc2)sc1C | i | 1.3
CC1(C(=O)NCc2cccc(C(F)(F)F)c2)CCN1Cc1cc2ccccc2o1 (stereo unspecified) | i | 1.2
Clc1ccccc1-c1cc2nc(NCCCn3ccnc3)ccn2n1 | i | 1.0
CCC(c1nc2ccccc2[nH]1)n1c(=O)c(-c2ccco2)nc2ccccc21 (stereo unspecified) | i | 2.9
O=c1[nH]c2cc3ccccc3cc2nc1-c1nnnn1Cc1ccccc1 | i | 0.5
CCCCN1C(=O)C(CC(=O)NC2CCCCC2)CC(C(=O)N2CCOCC2)=C1C (stereo unspecified) | i | 0.7
CCOC(=O)[C@]12Cc3c(cc(OC)c(OC)c3OC)[C@H]1N(CCC(=O)OC)C(=O)c1cc(OC)ccc12 | i | 1.9
Cc1ccc(NC(=O)C2(C)CCCN2C)cc1C (stereo unspecified) | i | 1.1
CCOC(=O)[C@]12CCC=C1N(Cc1ccco1)C(=O)[C@H](CC(=O)N1CCCCC1)C2 | i | 1.1
CCOC1=C2CN(S(=O)(=O)c3ccc(C)cc3)[C@H](c3cccs3)C[C@H]2[C@H]2C(=O)N(c3ccccc3)C(=O)[C@H]2C1 | i | 0.4
C#CCN1CCc2onc(-c3ccc(Br)cc3)c2C1=O | i | 3.6
CCc1nc2ccc(C(=O)N(C)CCCN(C)C)cn2c1N(C)Cc1cc2ccccc2s1 | i | 1.2
COc1ccc(C(=O)N2CCC2(C)C(=O)NC(C)C)cc1OC (stereo unspecified) | i | 2.3
CCOC1=C2[C@H](c3ccc(C)cc3)N(S(=O)(=O)c3ccc(C)cc3)C[C@H]2n2c(=O)n(-c3ccccc3)c(=O)n2C1 | i | 1.4
CCN(CC)CCN(C)C(=O)c1[nH]c(C(F)(F)F)nc1-c1ccccc1 | i | 0.7
CC(=O)Nc1cc(-c2cccc(N)c2)cn2c(-c3ccccc3)cnc12 | i | 1.4
COc1ccc(-c2csc(C(O)c3cccnc3)n2)cn1 (stereo unspecified) | i | 2.1
COc1ccc(C(=O)N2CCC(C)(C(=O)NS(=O)(=O)C3CC3)C2)cc1F (stereo unspecified) | i | 0.3
C=CCC[C@@H](CCCCC)OC(=O)/C=C/[C@@H](O)[C@H](O)C[C@@H](O)CC=C | i | 1.7
CCN(CC)C(=O)c1csc([C@H]2C[C@H](O)[C@@H](CO)O2)n1 | i | 1.7
